Source: PubChem
Lmaj promast = Leishmania major promastigote growth inhibition. Leishmania major promastigotes, resazurin fluorescence viability. inhibition, % at 10 µM. hit rate 9% among 200,000; in the data active means inhibition above about 50%;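 further: promastigotes grown with compound for 44 hours at 28 °C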
Diaph inh CS = inhibits diaphorase or chemically oxidizes, flagging diaphorase assay artifacts; inhibition, % at 20 µM; hit rate 0.69% among 190,000; diaphorase resazurin-to-resorufin fluorescence, NADH, 16 min; bacterial (C. kluyveri) enzyme, not human;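 active means primary screen inhibition at 20 µM above a set limit, cut at about 50% in these data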;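 further: plate controls were DMSO with full reaction for no effect and wells lacking NADH for full effect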
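Assay system: diaphorase enzyme from Clostridium kluyveri. Quantity: enzyme working solution with 0.14 U/mL diaphorase. Schedule: reaction incubation of 16 min at room temperature. Technique: resorufin fluorescence, excitation 544 nm, emission 590 nm. Controls: No-NADH positive control and DMSO neutral control.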
PMI act satM6P = activators of human phosphomannose isomerase at near-saturating mannose 6-phosphate | coupled PMI enzyme assay, resazurin fluorescence, 20 min; stronger effect = higher value; 1 = untreated enzyme, 0 = substrate-free blank | activation factor at 20 µM | hit rate 0.34% among 190,000;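 active means activation factor of 2 or more at 20 µM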
Target sequence (P34949 whole entry, looked up): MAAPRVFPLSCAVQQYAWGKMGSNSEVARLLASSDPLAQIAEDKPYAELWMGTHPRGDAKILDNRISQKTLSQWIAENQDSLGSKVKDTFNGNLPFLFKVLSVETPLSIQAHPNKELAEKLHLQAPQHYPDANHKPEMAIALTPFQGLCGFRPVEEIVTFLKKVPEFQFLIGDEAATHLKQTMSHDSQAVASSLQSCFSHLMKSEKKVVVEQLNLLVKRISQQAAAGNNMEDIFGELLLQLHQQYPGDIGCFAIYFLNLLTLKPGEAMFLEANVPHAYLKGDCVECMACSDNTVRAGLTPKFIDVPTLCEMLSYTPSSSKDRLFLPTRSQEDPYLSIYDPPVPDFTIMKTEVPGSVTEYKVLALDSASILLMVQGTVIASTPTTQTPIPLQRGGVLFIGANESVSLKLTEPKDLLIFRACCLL
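Material: human phosphomannose isomerase with PGI, G6PDH, diaphorase coupling enzymes. Quantity: 15 ng/mL PMI. Medium: HEPES pH 7.4 buffer with MgCl2 and Tween-20. Reagent: Near-saturating mannose-6-phosphate, 1.0 mM. Compound: 20 µM single dose. Times: enzyme reaction with compound 20 min at room temperature. Detection: resorufin fluorescence at Ex 544/Em 590 nm.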
bIAP inhibitor = intestinal alkaline phosphatase (bovine) inhibition; purified bovine IAP, CDP-star luminescence, 30 min; inhibition, % at 20 µM; 190,000 tested, under 10 active; AID 1019;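 active means over 50% inhibition of intestinal alkaline phosphatase at 20 µM in the single-dose screen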
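System: purified bovine intestinal alkaline phosphatase (IAP) enzyme; Input: IAP diluted 1/65,000,000 in the well; Measured by: CDP-star luminescence signal; Compound dosing: 20 µM single dose; Incubation: 30 min reaction at room temperature.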
bIAP activator = increases bovine intestinal alkaline phosphatase activity | purified bovine IAP, CDP-star luminescence, 30 min; stronger effect = higher value; fold of DMSO-control signal, blank-subtracted | activation factor at 20 µM | hit rate 0.17% among 200,000 | AID 1016;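 active means activation factor of 2 or more at 20 µM, a signal rise over negative controls twice the positive control's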
TNAP inh hi DEA = blocks human TNAP under high phosphate acceptor concentration; P05186; purified TNAP, CDP-star luminescence, 1 M DEA; inhibition, % at 20 µM; hit rate 0.03% among 200,000; AID 1135;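 active means over 50% inhibition of tissue-nonspecific alkaline phosphatase at 20 µM in the single-dose screen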;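 further: plate controls were DMSO wells for no effect and EDTA-quenched wells as full inhibition for full effect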
Target sequence (P05186 whole entry, looked up): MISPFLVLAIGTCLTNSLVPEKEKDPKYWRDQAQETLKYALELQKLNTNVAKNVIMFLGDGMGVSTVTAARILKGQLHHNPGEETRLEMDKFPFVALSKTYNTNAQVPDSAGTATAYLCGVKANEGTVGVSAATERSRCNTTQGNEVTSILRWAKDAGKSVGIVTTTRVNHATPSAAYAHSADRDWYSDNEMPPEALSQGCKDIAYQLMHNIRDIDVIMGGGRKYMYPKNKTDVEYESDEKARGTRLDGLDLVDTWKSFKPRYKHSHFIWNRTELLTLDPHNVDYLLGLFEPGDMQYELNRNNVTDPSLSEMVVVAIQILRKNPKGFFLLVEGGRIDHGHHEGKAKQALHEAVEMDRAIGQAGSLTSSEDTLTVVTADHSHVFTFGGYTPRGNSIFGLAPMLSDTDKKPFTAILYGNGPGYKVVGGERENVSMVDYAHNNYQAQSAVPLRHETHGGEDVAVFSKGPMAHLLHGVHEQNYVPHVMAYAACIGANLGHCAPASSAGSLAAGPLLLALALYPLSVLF
PMI act = activators of human phosphomannose isomerase; P34949; hit rate 0.005% among 190,000; purified human PMI, coupled resazurin fluorescence, 20 min; stronger effect = higher value; 1 = vehicle control, 0 substrate-free wells; activation factor at 20 µM;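 active means activation factor of 2 or more at 20 µM, relative to plate controls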
TNAP inh no acc = inhibitors of human TNAP without phosphate acceptor | hit rate 0.26% among 200,000 | inhibition, % at 20 µM | purified TNAP, CDP-star luminescence, 30 min;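 active means tissue-nonspecific alkaline phosphatase inhibition above about 50% at 20 µM in the single-dose screen, limit read from the data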;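 further: 0% = DMSO negative control and 100% = EDTA positive control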
TNAP act hi DEA = TNAP (human) activation, high acceptor. P05186. purified TNAP, CDP-star luminescence, 1 M DEA, 30 min; stronger effect = higher value; 0 = EDTA background, 1 = DMSO-only activity. activation factor at 20 µM. 200,000 tested, under 10 active;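 active means activation factor at least 2 at 20 µM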
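Dosing: 20 µM single point. System: human TNAP. Amount: TNAP 1/800 final. Incubation: 30 min, room temperature. Read-out: TNAP activation factor scaled between EDTA and DMSO control wells. Signal: luminescence from CDP-star hydrolysis. Medium: 1 M DEA, pH 9.8, Mg2+, Zn2+. Control set: EDTA negative control, DMSO positive control.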
Diaphorase act = counter-screen for diaphorase-based assays: diaphorase activators and chemical reducers. activation factor at 20 µM. hit rate 0.005% among 190,000. AID 1229. Diaphorase/resazurin coupled assay, resorufin fluorescence, 16 min; stronger effect = higher value; 1 = vehicle wells, 0 = NADH-free wells;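 active means diaphorase activity raised at least twofold by the compound at 20 µM; inactive means activation factor below 2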
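Test system: Clostridium kluyveri diaphorase, purified enzyme; input: enzyme 0.07 U/mL final; buffer or medium: 50 mM HEPES pH 7.4 with 4.542 mM MgCl2, 0.005% Tween 20; also added: 0.114 mM NADH and 0.1 mM resazurin, final amounts; schedule: 16 min enzyme reaction, ambient temperature; technique: fluorescence of resorufin, 544 nm excitation, 590 nm emission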
* marks the source's active call; other numbers are inactive results; / = not tested or not shown. Random draw from the library; any-hit rate near 10%.

SMILES	Lmaj promast	Diaph inh CS	PMI act satM6P	bIAP inhibitor	bIAP activator	TNAP inh hi DEA	PMI act	TNAP inh no acc	TNAP act hi DEA	Diaphorase act
Cn1nc(C(=O)Nc2sc3c(c2C#N)CCCC3)ccc1=O	5	5	0.9	4	1	6	0.9	5	0.9	0.9
CCOc1ccc(CCNC(=O)COC(=O)c2cccnc2OCC)cc1OCC	13	12	0.9	-1	1	0	0.9	-7	1	0.9
CCOC(=O)c1sc2nc(SC)nc(-c3ccc(Cl)cc3)c2c1N	-5	-2	1	9	0.9	-8	1	-12	1.1	1
O=C(OCC(=O)N1CCN(C(=O)c2ccco2)CC1)c1cc(-c2ccc(Cl)c(Cl)c2Cl)nc2ccccc12	23	14	1	4	1	-3	1.1	25	1	0.9
O=C(Cn1ncn2cccc2c1=O)N1CCCCC1	-3	26	1	1	1	-4	0.9	-14	1	0.7
COc1cc(/C=C(/Sc2nnc(-c3ccc(F)cc3)o2)C(=O)O)ccc1OC(F)F	38	-4	1	4	1	1	1.1	-4	1	1
O=c1c2ccccc2nc2n1CCCCC2	-6	6	1.1	17	0.8	-4	1.1	-12	1	0.9
CCc1cccc(C)c1N(C(=O)Cn1c(=O)[nH]c2ccccc21)C(C)COC (configuration not stated)	-1	8	0.9	-4	1	-5	0.9	-2	1	0.9
COc1ccccc1-c1cc(C(=O)NCc2ccc(F)cc2)no1	-3	14	0.9	18	0.8	-4	0.9	-12	1	0.9
C=CCNC(=O)COC(=O)c1nc2nccc(C)n2n1	0	0	1	-9	1.1	-4	1.1	-13	1	1
CCOc1ccc(C2=NNC(c3cccs3)=Nc3ccc(OCC)cc32)cc1	23	26	0.9	12	0.9	-4	0.9	2	1	0.7
CCC(=O)NNC(=O)CCC(=O)Nc1ccccc1	-5	5	0.9	5	1	1	0.9	49	1	0.9
O=c1ccc2cc(S(=O)(=O)N3CCN(c4cc(Cl)ccc4Cl)CC3)ccc2o1	0	10	1	10	0.9	-2	1	-2	1	0.9
CCOC(=O)C(C)S(=O)(=O)c1ccc(C(F)(F)F)cn1 (configuration not stated)	-5	2	0.9	8	0.9	1	0.9	-6	1	1
COCc1[nH]nc2c1C(c1ccccc1OC)C(C#N)=C(N)O2 (configuration not stated)	/	-1	1	1	1	-1	0.9	1	1	1
CCN(CC)C(=O)CSC1=C(C#N)C(c2ccco2)C(C(=O)OCCOC)=C(C)N1 (configuration not stated)	-1	5	1.4	-4	1	-8	1.3	-10	1.1	1
Cc1cc(=O)n2[nH]c(SCc3ccccc3)nc2n1	-9	5	1.1	9	0.9	-6	1	-14	1.1	0.9
CCCOC1CCCN(C(=O)c2cc(Cl)c(Cl)cc2C(=O)O)C1 (configuration not stated)	-9	-1	1.1	2	1	-5	1.1	-9	1	1
Cn1c(SCC(=O)N2CCOCC2)nnc1-c1cnccn1	3	11	0.9	-6	1.1	-2	0.8	-8	1	0.9
C=CCn1nc(-c2ccccc2)c2c(C)onc2c1=O	2	5	0.9	2	1	-4	1	-6	1	1
COc1ccc(N2CCN(C(=O)CCNC(=O)Cn3ccc4ccccc4c3=O)CC2)cc1	-2	18	0.9	0	1	-5	1	-8	1	0.8
CC(C)NS(=O)(=O)c1ccc(CCC(=O)NCc2ccc3c(c2)OCO3)cc1	-1	14	1	0	1	-6	1.1	-12	1.1	0.9
CCOC(=O)C(C)Sc1nnc(NC(=O)c2cccc([N+](=O)[O-])c2C)s1 (configuration not stated)	-5	11	1.1	10	0.9	-3	1.1	-6	1	0.9
CCN(Cc1cc2cc(OC)ccc2[nH]c1=O)C(=O)Cc1ccc(OC)cc1	3	17	0.8	-7	1.1	2	0.8	-2	1	0.8
O=C(Nc1ccc(Cl)cc1)c1ccncc1	-2	18	0.9	2	1	-3	0.9	-6	1	0.8
CCc1nc2sccc2c(=O)[nH]1	-3	3	1.1	-3	1	-3	1.1	3	1	1
O=C(Cc1ccc(Cl)cc1)Nc1ccc2oc(-c3ccncc3)nc2c1	3	-5	1	10	0.9	-5	1	-9	1.1	1.1
Cc1cccc(OCC(=O)NNC(=O)c2cc3ccccc3oc2=O)c1	-4	19	0.8	25	0.7	-5	0.8	-148	1.1	0.8
COc1ccc2c(C)cc(Sc3nnnn3-c3ccccc3)nc2c1	49	14	0.9	14	0.9	-3	0.9	-10	1	0.9
O=S(=O)(N/N=C\C=C\c1ccccc1)c1ccc(Cl)cc1	92*	18	1	8	0.9	-6	1	-5	1.1	0.8
Cc1ccc2c(c1)nnn2C1CCN(C(=O)C23CC4CC(CC(C4)C2)C3)CC1	37	22	0.9	48	0.5	-7	0.9	-11	1.1	0.8
O=C(NCCCc1ccccc1)C1CCN(c2nnc(-n3cccc3)s2)CC1	-6	18	1	1	1	-6	1	-13	1.1	0.8
CC(=O)Nc1ccc(S(=O)(=O)Nc2cc(C)c(-n3nc4ccccc4n3)cc2O)cc1	-6	17	1	-1	1	-4	1	-126	1	0.8
O=c1sc2ccccc2n1COc1ccccc1	1	70*	1	/	0.5	-8	1	-15	1.1	0.3
COc1ccc(C2c3c(n[nH]c3C)CC(C)(O)C2C(C)=O)cc1OC (configuration not stated)	-1	-7	1.1	5	1	0	1	-5	1	1.1
COc1ccc(CCn2c(N3CCOCC3)nc3c2c(=O)[nH]c(=O)n3C)cc1	-3	12	1	11	0.9	-4	1	-3	1	0.9
CC1(C)NC(C(=O)O)Cc2c1[nH]c1ccccc21 (configuration not stated)	1	-15	1	-8	1.1	-4	1	0	1	1.2
CSC1=N/C(=C\c2cccnc2)C(=O)N1c1ccccc1	9	1	1	-28	1.3	-1	0.9	-16	1	1
N#CCCN(C(=O)COC(=O)c1ccc(CNS(=O)(=O)c2ccc(F)c(Cl)c2)cc1)c1ccc(F)cc1	97*	21	0.9	-16	1.2	3	0.8	-3	1	0.8
NC(=O)NC(=O)COC(=O)CCCc1c[nH]c2ccccc12	-3	-4	1	-6	1.1	-8	1.1	-1	1.1	1

4 entries drawn at random from the list so far:
SMILES	Lmaj promast	Diaph inh CS	PMI act satM6P	bIAP inhibitor	bIAP activator	TNAP inh hi DEA	PMI act	TNAP inh no acc	TNAP act hi DEA	Diaphorase act
NC(=O)NC(=O)COC(=O)CCCc1c[nH]c2ccccc12	-3	-4	1	-6	1.1	-8	1.1	-1	1.1	1
CCc1nc2sccc2c(=O)[nH]1	-3	3	1.1	-3	1	-3	1.1	3	1	1
O=S(=O)(N/N=C\C=C\c1ccccc1)c1ccc(Cl)cc1	92*	18	1	8	0.9	-6	1	-5	1.1	0.8
CC(=O)Nc1ccc(S(=O)(=O)Nc2cc(C)c(-n3nc4ccccc4n3)cc2O)cc1	-6	17	1	-1	1	-4	1	-126	1	0.8

Continuation:
SMILES	Lmaj promast	Diaph inh CS	PMI act satM6P	bIAP inhibitor	bIAP activator	TNAP inh hi DEA	PMI act	TNAP inh no acc	TNAP act hi DEA	Diaphorase act
COc1cccc(-n2c(SCC(=O)NCCc3ccccc3)nnc2-c2ccoc2C)c1	1	19	1	-5	1	-5	1.1	-14	1.1	0.8
COc1ccccc1NC(=O)COC(=O)CNC(=O)c1ccc(OC)c(OC)c1	-4	18	0.9	9	0.9	0	0.9	-4	1	0.8
NC(=O)c1ccsc1NC(=O)c1ccc2c(c1)CCCC2	-3	25	0.9	22	0.8	-4	1	-11	1	0.7
COC(=O)CCCSc1nccn1-c1ccccc1	-3	0	1.1	4	1	-4	1.1	-10	1	1
N#Cc1c(-c2ccc(F)cc2)nc(-c2ccccc2)[nH]c1=O	3	-6	1	7	0.9	-4	1.1	-49	1	1.1
COc1ccc(CSCC(=O)NCCC(C)C)cc1	1	16	1	12	0.9	-8	1	-16	1.1	0.8
CC1CC(C)CN(CCCNC(=O)c2ccc3c(c2)NC(=O)C(N2CCCCC2)S3)C1 (configuration not stated)	11	6	0.9	-2	1	-2	0.9	-9	1	0.9
CCN(c1ccccc1)S(=O)(=O)c1ccc(OC)c(N=N/C(C(=O)Nc2ccccc2)=C(/C)O)c1	7	13	1.1	1	1	4	1.1	-2	1	0.9
CC(C)CC(=O)Nc1cccc(NC(=O)CC(C)C)n1	52*	8	1	-2	1	-7	1.1	-9	1.1	0.9
CCc1nnc(NC(=O)C2CC(=O)N(Cc3ccccc3)C2)s1 (configuration not stated)	-12	10	1	-5	1	-2	1	-5	1	0.9
O=C(NCCCN1CCCC1=O)c1nnc(Cc2c(F)cccc2Cl)o1	0	15	0.9	9	0.9	-2	0.8	-8	1	0.9
Cc1ccc(COc2ccc(C(=O)NN)cc2)cc1	-1	24	0.9	6	0.9	-8	0.9	-7	1.1	0.8
CC(=O)Nc1ccc(S(=O)(=O)NCc2ccc(C(=O)NCc3ccc4c(c3)OCO4)cc2)cc1	-1	5	1	15	0.8	1	1	-1	1	1
COc1ccc(/C(C)=N/NC(=O)C2CC2)cc1	-3	-4	1	-2	1	-5	1	-9	1.1	1
Cc1c(O)c(CN2CCCCC2)cc2c3c(c(=O)oc12)CCC3	9	14	1	-4	1	-4	0.8	-16	1	0.9

Profiles, quoted from the list. Order of screens: Lmaj promast	Diaph inh CS	PMI act satM6P	bIAP inhibitor	bIAP activator	TNAP inh hi DEA	PMI act	TNAP inh no acc	TNAP act hi DEA	Diaphorase act
N#Cc1c(-c2ccc(F)cc2)nc(-c2ccccc2)[nH]c1=O is entered as 3	-6	1	7	0.9	-4	1.1	-49	1	1.1
COC(=O)CCCSc1nccn1-c1ccccc1 is entered as -3	0	1.1	4	1	-4	1.1	-10	1	1
NC(=O)c1ccsc1NC(=O)c1ccc2c(c1)CCCC2 is entered as -3	25	0.9	22	0.8	-4	1	-11	1	0.7
CCc1nnc(NC(=O)C2CC(=O)N(Cc3ccccc3)C2)s1 (configuration not stated) is entered as -12	10	1	-5	1	-2	1	-5	1	0.9
O=C(NCCCN1CCCC1=O)c1nnc(Cc2c(F)cccc2Cl)o1 is entered as 0	15	0.9	9	0.9	-2	0.8	-8	1	0.9
